GAA850 FXN act: activators of GAA850 frataxin (FXN) promoter; HEK293 lucGAA850 FXN promoter luciferase reporter, 24 h; percent of 10 µM SAHA response; activation, % at 6 µM; hit rate 0.56% among 360,000;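 active = activation above the average of all compounds screened plus 3 SD, cutoff fixed separately per campaign, cut at about 7.5% in these data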;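 note: 0% = DMSO wells and 100% = 10 µM SAHA wells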
proKLK7 act: proKLK7 (human) activation, primary screen; P49862; hit rate 0.9% among 370,000; activation, % at 7 µM; purified proKLK7, EDANS-DABCYL substrate fluorescence; 100% is mature enzyme control, 0% vehicle; AID 652039;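 active = activation above the mean of all tested compounds plus 3 SD, computed per campaign excluding outliers beyond control limits, cut at about 13% in these data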
rCAG RNA binder: r(CAG) repeat RNA binding. AID 651821. hit rate 1.3% among 370,000. inhibition, % at 3 µM. TO-PRO-1 dye displacement fluorescence;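 active = inhibition above the plate cutoff, the mean of all test compounds on that plate plus 3 SD, cut at about 35% in these data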;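 note: 0% = DMSO alone and 100% = 100 µM mitoxantrone as full dye displacement; higher means more dye released from RNA so lower well fluorescence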
DDE Tn6 FP inh: disrupts Tn6 cyclic peptide binding to fibrin D-Dimer-E complex. P02675. Fibrin DD(E) TRITC-Tn6 fluorescence polarization displacement. inhibition, % at 8.3 µM. hit rate 0.21% among 370,000. AID 720509;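 active = inhibition above a per-campaign cutoff: mean of compounds within control limits plus 3 SD, cut at about 15% in these data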;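 note: 0% = median of all compound wells on the plate and 100% = blocking peptide control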
GC-A act: GC-A (human) enzyme activation. activation, % at 10 µM. AID 1671463. hit rate 0.14% among 370,000. HEK293 GC-A cells, cGMP TR-FRET, EC30 ANP; 0% at EC30 ANP, 100% saturating ANP. P16066; in the data active = activation above about 40%
ARFGAP1 inh: inhibits rat ARF GTPase activating protein 1; Arfgap1-stimulated ARF1 GTP hydrolysis, GDP FP detection; inhibition, % at 16.5 µM; hit rate 0.26% among 360,000; AID 651572;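 active = inhibition above a per-plate limit, mean inhibition of low control wells plus 3 SD, cut at about 25% in these data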;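 note: 0% = DMSO wells with enzyme and 100% = wells lacking Arfgap1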
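Material: rat Arfgap1 GAP domain (His6, aa 1-136), purified enzyme. Also added: human ARF1(Δ1-17)-GTP substrate. Compound dosing: 16.5 µM single point, 1.26% DMSO. Timing: enzyme reaction 120 min at 25 °C after 20 min preincubation. Signal: GDP detection by fluorescence polarization. Read-out basis: percent inhibition of GAP-stimulated GDP formation, scaled between DMSO and no-Arfgap1 medians.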
ASAP1 inh: ASAP1 ArfGAP inhibition | Q9ULH1 | ASAP1-stimulated ARF1 GTP hydrolysis, GDP FP detection | inhibition, % at 16.5 µM | hit rate 0.19% among 360,000 | AID 624377; in the data active = inhibition above about 25%;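 note: 0% = vehicle with enzyme and substrate and 100% = no enzyme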
GC-B act: GC-B (human) receptor activation. HEK293-GC-B cells, CNP EC30, cGMP TR-FRET; 0% at EC30 CNP, 100% saturating CNP. activation, % at 10 µM. hit rate 0.11% among 370,000. P20594;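 active = activation at 10 µM reaching about 35% in either raw or pattern-adjusted values, limit read from the data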
Target sequence (P20594 whole entry, looked up): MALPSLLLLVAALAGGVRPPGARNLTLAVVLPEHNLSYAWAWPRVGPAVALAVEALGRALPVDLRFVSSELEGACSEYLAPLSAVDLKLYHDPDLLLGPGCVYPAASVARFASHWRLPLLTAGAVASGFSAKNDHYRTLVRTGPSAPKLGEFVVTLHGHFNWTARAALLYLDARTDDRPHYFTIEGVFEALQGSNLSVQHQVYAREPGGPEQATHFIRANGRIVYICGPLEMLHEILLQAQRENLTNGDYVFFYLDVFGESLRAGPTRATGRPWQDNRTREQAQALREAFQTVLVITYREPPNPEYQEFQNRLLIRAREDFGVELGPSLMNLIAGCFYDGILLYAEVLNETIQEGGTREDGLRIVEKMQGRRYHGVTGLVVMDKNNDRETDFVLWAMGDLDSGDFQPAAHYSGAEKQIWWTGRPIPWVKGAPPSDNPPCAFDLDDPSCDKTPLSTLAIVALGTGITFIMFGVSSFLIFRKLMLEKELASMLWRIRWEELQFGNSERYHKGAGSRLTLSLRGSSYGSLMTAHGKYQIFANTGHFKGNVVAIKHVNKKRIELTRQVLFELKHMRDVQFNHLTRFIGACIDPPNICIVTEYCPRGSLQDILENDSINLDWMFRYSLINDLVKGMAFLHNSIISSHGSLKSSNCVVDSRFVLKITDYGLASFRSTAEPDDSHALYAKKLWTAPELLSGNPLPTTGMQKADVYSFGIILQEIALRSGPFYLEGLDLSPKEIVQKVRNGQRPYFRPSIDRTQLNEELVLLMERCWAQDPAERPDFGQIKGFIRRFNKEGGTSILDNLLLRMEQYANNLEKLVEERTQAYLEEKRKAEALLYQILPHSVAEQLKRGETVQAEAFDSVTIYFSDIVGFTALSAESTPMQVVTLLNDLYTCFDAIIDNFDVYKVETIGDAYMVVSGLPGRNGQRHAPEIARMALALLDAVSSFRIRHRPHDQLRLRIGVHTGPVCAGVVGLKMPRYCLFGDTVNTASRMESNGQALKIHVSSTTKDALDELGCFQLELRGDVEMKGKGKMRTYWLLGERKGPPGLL
ADAM10 inh: inhibits human ADAM10. recombinant ADAM10, EDANS/DABCYL FRET peptide cleavage, 3 h. hit rate 0.62% among 370,000. inhibition, % at 7 µM;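 active = inhibition above a per-campaign cutoff equal to the mean of compounds falling between control-based bounds plus 3 SD, cut at about 20% in these data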;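 note: 0% = DMSO wells while the 100% control is not disclosed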
HGIII-sPLA2 inh: Inhibits HGIII-sPLA2 liposome hydrolysis, primary screen. inhibition, % at 12.2 µM. QFRET BODIPY PC-A2 liposome hydrolysis, fluorescence. AID 743126. hit rate 0.56% among 370,000. Q9NZ20;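 active = inhibition above mean plus 3 SD of compounds lying within the high and low control bounds, cut at about 19% in these data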;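 note: 0% = median of test compound wells and 100% = no enzyme DMSO wells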
The depositor's hits bear a star.

`COCc1cc(C)nc(N2CCCCC2)c1C#N` gave GAA850 FXN act 0.5, proKLK7 act -0.2, rCAG RNA binder -2, DDE Tn6 FP inh 5, GC-A act 5, ARFGAP1 inh -1, ASAP1 inh 3, GC-B act 1, ADAM10 inh -105 and HGIII-sPLA2 inh 6.
`CC(COc1ccc([N+](=O)[O-])cc1Cl)CN1CCC(C(O)(c2ccccc2)c2ccccc2)CC1` (configuration not stated) gave proKLK7 act 0.0, rCAG RNA binder 4, DDE Tn6 FP inh -2, GC-A act -17, GC-B act -9, ADAM10 inh 10 and HGIII-sPLA2 inh -10.
For COc1ccccc1CNC(=O)c1[nH]c(C)c(C(C)=O)c1C the results were GAA850 FXN act 1.4, proKLK7 act 0.3, rCAG RNA binder 2, DDE Tn6 FP inh -5, GC-A act -1, ARFGAP1 inh 8, ASAP1 inh 0, GC-B act 0, ADAM10 inh -7 and HGIII-sPLA2 inh 2.
`CSc1nc2ccc(NC(=O)C3CCCO3)cc2s1` (configuration not stated) gave GAA850 FXN act 0.9, proKLK7 act -0.4, rCAG RNA binder -5, DDE Tn6 FP inh 5, GC-A act 4, ARFGAP1 inh -1, ASAP1 inh 3, GC-B act -1, ADAM10 inh -9 and HGIII-sPLA2 inh 2.
Screening O=C(c1cc(Cl)cc(Cl)c1)N1CCC2CC1c1cc(N3CCCCC3)ccc12 (configuration not stated) returned GAA850 FXN act 0.5, proKLK7 act 0.1, rCAG RNA binder 1, DDE Tn6 FP inh -2, GC-A act -24, ARFGAP1 inh 16, ASAP1 inh 8, GC-B act -12, ADAM10 inh -5 and HGIII-sPLA2 inh -1.
For Cc1cc(C)c2[nH]c(=S)cc(C)c2c1 the results were GAA850 FXN act 2.0, proKLK7 act -0.8, rCAG RNA binder 2, DDE Tn6 FP inh 2, GC-A act 3, ARFGAP1 inh -6, ASAP1 inh -9, GC-B act -1, ADAM10 inh -3 and HGIII-sPLA2 inh 4.
Cc1occc1-c1nnc(SCC(=O)c2c(N)n(Cc3ccccc3)c(=O)n(C)c2=O)n1C was read as GAA850 FXN act -0.9, proKLK7 act 0.0, rCAG RNA binder 1, DDE Tn6 FP inh -8, GC-A act -2, ARFGAP1 inh -1, ASAP1 inh 2, GC-B act 2, ADAM10 inh -11 and HGIII-sPLA2 inh 15.
Screening COC(=O)c1[nH]c2ccc(F)cc2c1NC(=O)CCN1CC(C)OC(C)C1 (configuration not stated) returned GAA850 FXN act -0.3, proKLK7 act 1.2, rCAG RNA binder -4, DDE Tn6 FP inh -3, GC-A act 2, ARFGAP1 inh 24, ASAP1 inh 2, GC-B act -1, ADAM10 inh -47 and HGIII-sPLA2 inh 3.
O=C(NCc1ccc2c(c1)OCO2)c1c(O)c2cccc3c2n(c1=O)CCC3 was read as GAA850 FXN act 0.3, proKLK7 act -0.1, rCAG RNA binder 0, DDE Tn6 FP inh 6, GC-A act 3, ARFGAP1 inh 2, ASAP1 inh -5, GC-B act -6, ADAM10 inh -1 and HGIII-sPLA2 inh 1.
Screening Cc1ccc(C(=O)NCC(=O)Nc2cccc(C(F)(F)F)c2)cc1 returned GAA850 FXN act -0.1, proKLK7 act 0.6, rCAG RNA binder -2, DDE Tn6 FP inh 3, GC-A act -1, ARFGAP1 inh -6, ASAP1 inh -6, GC-B act -3, ADAM10 inh 6 and HGIII-sPLA2 inh -6.
CCOC(=O)N1CCN(C(=O)Cc2ccccc2[N+](=O)[O-])CC1 was read as GAA850 FXN act -0.6, proKLK7 act -0.3, rCAG RNA binder -1, DDE Tn6 FP inh 3, GC-A act -3, ARFGAP1 inh 4, ASAP1 inh 6, GC-B act 3, ADAM10 inh -3 and HGIII-sPLA2 inh 3.
For O=C(Nc1ccccc1N1CCOCC1)c1ccc2c(c1)C(=O)N(Cc1ccncc1)C2=O the results were GAA850 FXN act 1.7, proKLK7 act -0.3, rCAG RNA binder -4, DDE Tn6 FP inh 8, GC-A act 0, ARFGAP1 inh 10, ASAP1 inh 4, GC-B act 1, ADAM10 inh -5 and HGIII-sPLA2 inh 5.
For CN1CCN(C(c2ccccc2)c2ccc(Cl)cc2)CC1 (configuration not stated) the results were GAA850 FXN act -1.4, proKLK7 act 0.5, rCAG RNA binder -2, DDE Tn6 FP inh -2, GC-A act -31, ARFGAP1 inh 11, ASAP1 inh 1, GC-B act -17, ADAM10 inh -10 and HGIII-sPLA2 inh 2.
Screening Cc1cc(C)n2ncc(C(=O)O)c2n1 returned GAA850 FXN act -1.8, proKLK7 act 0.1, rCAG RNA binder -4, DDE Tn6 FP inh -1, GC-A act 0, ARFGAP1 inh -9, ASAP1 inh 3, GC-B act -2, ADAM10 inh -26 and HGIII-sPLA2 inh -1.
CC(=O)Nc1cccc(/C(C)=N/NC(=O)c2cccc(S(=O)(=O)N3CCCC3)c2)c1 was read as GAA850 FXN act -0.8, proKLK7 act 0.6, rCAG RNA binder 3, DDE Tn6 FP inh 1, GC-A act -1, ARFGAP1 inh -1, ASAP1 inh -1, GC-B act -5, ADAM10 inh 1 and HGIII-sPLA2 inh 7.
`CC(C)CCN1CC(O)=C(c2nc(-c3ccc(Cl)cc3)cs2)C1=N` gave GAA850 FXN act 2.8, proKLK7 act -0.3, rCAG RNA binder 4, DDE Tn6 FP inh 8, GC-A act 1, ARFGAP1 inh 8, ASAP1 inh -5, GC-B act 1, ADAM10 inh 0 and HGIII-sPLA2 inh 6.
For Cc1ccsc1C(C(=O)NC(C)(C)C)N(Cc1ccco1)C(=O)c1csnn1 (configuration not stated) the results were GAA850 FXN act 1.3, proKLK7 act -0.5, rCAG RNA binder -8, DDE Tn6 FP inh 3, GC-A act -5, ARFGAP1 inh 2, ASAP1 inh -4, GC-B act 1, ADAM10 inh 6 and HGIII-sPLA2 inh 4.
CCOc1ccc(-n2c(SCC(=O)Nc3ccc(OC)cc3OC)nc3c(c2=O)SCC3)cc1 was read as GAA850 FXN act -2.4, proKLK7 act -0.2, rCAG RNA binder 2, DDE Tn6 FP inh -6, GC-A act 2, ARFGAP1 inh -2, ASAP1 inh 6, GC-B act 2, ADAM10 inh 1 and HGIII-sPLA2 inh 1.
For O=C(COc1ccc(Cl)cc1)NCc1nnc(SCC(=O)Nc2ccc3c(c2)OCCO3)o1 the results were GAA850 FXN act 0.8, proKLK7 act -0.9, rCAG RNA binder 0, DDE Tn6 FP inh 1, GC-A act -3, ARFGAP1 inh 1, ASAP1 inh 13, GC-B act -1, ADAM10 inh -5 and HGIII-sPLA2 inh 4.
Screening Fc1ccc(Nc2ccc(-c3ccc(F)cc3)nn2)cc1 returned GAA850 FXN act 2.9, proKLK7 act 0.8, rCAG RNA binder -2, DDE Tn6 FP inh 0, GC-A act 3, ARFGAP1 inh 6, ASAP1 inh -2, GC-B act -1, ADAM10 inh -1 and HGIII-sPLA2 inh 1.
For CCc1cc2cc3c(cc2nc1SCC(=O)OC(C)C)OCO3 the results were GAA850 FXN act 5.2, proKLK7 act -0.6, rCAG RNA binder -3, DDE Tn6 FP inh 0, GC-A act -7, ARFGAP1 inh 19, ASAP1 inh -7, GC-B act -3, ADAM10 inh -1 and HGIII-sPLA2 inh 0.
For CC1=NN(C(N)=S)C(C)(C)C1 the results were GAA850 FXN act 0.6, proKLK7 act -0.5, rCAG RNA binder -2, DDE Tn6 FP inh -7, GC-A act 0, ARFGAP1 inh 9, ASAP1 inh 0, GC-B act 4, ADAM10 inh 1 and HGIII-sPLA2 inh -3.
O=C1OCc2ccc(NC(=O)C3CC3)cc21 was read as GAA850 FXN act 1.7, proKLK7 act -1.3, rCAG RNA binder 0, DDE Tn6 FP inh 4, GC-A act 0, ARFGAP1 inh -10, ASAP1 inh 6, GC-B act 2, ADAM10 inh 6 and HGIII-sPLA2 inh 2.
COC(=O)C1CN(Cc2cn(CCOC(C)=O)nn2)CCS(=O)(=O)N1Cc1ccc(F)cc1 (configuration not stated) was read as proKLK7 act -0.1, rCAG RNA binder 0, DDE Tn6 FP inh 2, GC-A act 2, GC-B act 4, ADAM10 inh 6 and HGIII-sPLA2 inh 1.

Compounds from the list above with a nitro group on carbon (two):
`CC(COc1ccc([N+](=O)[O-])cc1Cl)CN1CCC(C(O)(c2ccccc2)c2ccccc2)CC1` (configuration not stated) gave proKLK7 act 0.0, rCAG RNA binder 4, DDE Tn6 FP inh -2, GC-A act -17, GC-B act -9, ADAM10 inh 10 and HGIII-sPLA2 inh -10.
CCOC(=O)N1CCN(C(=O)Cc2ccccc2[N+](=O)[O-])CC1 was read as GAA850 FXN act -0.6, proKLK7 act -0.3, rCAG RNA binder -1, DDE Tn6 FP inh 3, GC-A act -3, ARFGAP1 inh 4, ASAP1 inh 6, GC-B act 3, ADAM10 inh -3 and HGIII-sPLA2 inh 3.

Additional results:
Screening CCC(C)CN1C(=O)CN(S(C)(=O)=O)CC1(C)C(=O)NCc1ccccc1 (configuration not stated) returned proKLK7 act 0.3, rCAG RNA binder 1, DDE Tn6 FP inh -9, GC-A act 0, ARFGAP1 inh -6, ASAP1 inh 6, GC-B act -3, ADAM10 inh -14 and HGIII-sPLA2 inh 2.
Cc1cc(C)n2c(NC3CCCCC3)c(-c3ccc(F)cc3)nc2n1 was read as proKLK7 act 0.4, rCAG RNA binder 5, DDE Tn6 FP inh -2, GC-A act -5, ARFGAP1 inh 9, ASAP1 inh 9, GC-B act -9, ADAM10 inh -198 and HGIII-sPLA2 inh 7.
`CCOc1cc(OCC)cc(C(=O)N2CCC[C@H]2C(=O)N2CCC[C@H]2C(=O)NCc2ccc(F)cc2F)c1` gave proKLK7 act -0.1, rCAG RNA binder -1, DDE Tn6 FP inh 3, GC-A act 3, ARFGAP1 inh 3, ASAP1 inh 3, GC-B act 7, ADAM10 inh -10 and HGIII-sPLA2 inh 13.
CC(C)CC(=O)Nc1ccc(C(=O)NN2C(=O)c3ccccc3C2=O)cc1 was read as GAA850 FXN act 3.3, proKLK7 act -0.2, rCAG RNA binder 2, DDE Tn6 FP inh -6, GC-A act 1, ARFGAP1 inh -13, ASAP1 inh -11, GC-B act 2, ADAM10 inh 0 and HGIII-sPLA2 inh 15.
COc1ccccc1NC1=C(Cl)C(=O)N(c2ccccc2)C1=O was read as GAA850 FXN act 1.9, proKLK7 act 1.2, rCAG RNA binder 0, DDE Tn6 FP inh -5, GC-A act 0, ARFGAP1 inh 13, ASAP1 inh 6, GC-B act -4, ADAM10 inh 3 and HGIII-sPLA2 inh 5.
`CC(C)(C)c1ccc(S(=O)(=O)N2CCC(C(=O)NCc3cccs3)CC2)cc1` gave proKLK7 act 0.3, rCAG RNA binder 3, DDE Tn6 FP inh 7, GC-A act 2, GC-B act 4, ADAM10 inh -5 and HGIII-sPLA2 inh 4.
Cc1cc(C)nc(SCc2ccc(C(=O)N/N=C/c3ccc(C(=O)O)cc3)cc2)n1 was read as GAA850 FXN act -1.0, proKLK7 act -0.1, rCAG RNA binder 19, DDE Tn6 FP inh -6, GC-A act 5, ARFGAP1 inh 6, ASAP1 inh -7, GC-B act 0, ADAM10 inh 6 and HGIII-sPLA2 inh -3.

Assay outcomes as filed in PubChem BioAssay.
